Assay outcomes (PubChem BioAssay)
GLP-1R inv ag: GLP-1 receptor (human) inverse agonism; 1.6% of 410,000 active; Potency, µM (series often up to 38.3 µM), inactives show at the highest dose activity change, negative = inhibition, actives largely listed as inhibitors; HEK293 GLP-1R CRE-luciferase, luminescence, 24 h; GLP-1R form is constitutively active; P43220; AID 624417; also: % is scaled to controls: 0 for no effect and ±100 for the full control effect; nearly all actives have a fitted effect of over 55% in size
Target sequence (P43220 whole entry, looked up): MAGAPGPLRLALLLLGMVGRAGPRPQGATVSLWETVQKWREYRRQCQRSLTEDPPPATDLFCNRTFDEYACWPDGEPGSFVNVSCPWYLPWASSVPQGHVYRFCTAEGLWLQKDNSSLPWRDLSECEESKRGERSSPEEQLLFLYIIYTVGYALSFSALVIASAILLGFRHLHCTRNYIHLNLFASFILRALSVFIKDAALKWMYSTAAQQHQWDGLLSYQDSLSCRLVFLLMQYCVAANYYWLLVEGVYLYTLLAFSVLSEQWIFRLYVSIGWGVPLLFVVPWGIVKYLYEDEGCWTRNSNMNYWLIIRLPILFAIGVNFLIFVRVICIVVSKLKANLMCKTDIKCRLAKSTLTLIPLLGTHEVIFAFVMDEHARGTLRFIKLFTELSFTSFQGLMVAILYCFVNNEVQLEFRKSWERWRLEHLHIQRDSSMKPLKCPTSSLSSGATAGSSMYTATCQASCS
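Seeding at 200 cells/uL, 12 h culture, 24 hr compound treatment, then luciferase reagent and a luminescence read; cells are HEK293 stably expressing a constitutively active GLP-1R plus cAMP-responsive luciferase.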
KB-V1 cytotox: KB-V1 MDR subline cytotoxicity | KB-V1 MDR cells viability, CellTiter-Glo, 72 h | Potency, µM (series often up to 46.1 µM), inactives show top-dose activity change, negative = cytotoxicity, usual class: cytotoxic | 3.4% of 400,000 active; also: % is scaled to controls: 0 for no effect and ±100 for the full control effect; nearly all actives have a fitted effect of over 60% in size
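Readout: CellTiter-Glo luminescence, 10 min after addition. Cells: KB-V1 MDR subline, 72 h at 37 degrees C with compound. Analysis: corrected, normalized data fitted to concentration-effect curves.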
GLP1R cytotox: cytotoxicity counter-screen for GLP-1 receptor inverse agonists | HEK293 cAMP-luciferase reporter cells, luminescence, 24 h | AID 624418 | 0.13% of 410,000 active | Potency, µM (titrated, usually from 38.3 µM), inactives show at the top dose activity change, negative = inhibition, hits mostly inhibitors;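 also: loss of luciferase light is scored as toxicity; % is scaled to controls: 0 for no effect and ±100 for the full control effect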
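Cells in DMEM/10% Nu serum/1% pen-strep, 1536-well format. Pre-incubated 12 h, dosed with 23 nL compound, incubated a further 24 h. Luciferase detection, 12 min at room temp, luminescence.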
TDP43 rescue: TDP-43 toxicity inhibition in yeast | TDP-43 expressing yeast growth rescue, BacTiter-Glo, 24 h | Potency, µM (titrated, usually from 46.1 µM), for inactives: at the highest dose growth rescue (activation), most hits filed as activators | 1.8% of 410,000 active; also: % of control where 0% means no effect; nearly all actives have a fitted effect of over 50% in size
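Yeast cells expressing TDP-43 under galactose induction are exposed to compounds for 24 hr at 30 deg C. BacTiter-Glo luminescence measures growth, so protective compounds score as activators.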
HT1080-NT tox: kills 2HG-producing HT-1080-NT fibrosarcoma cells; Potency, µM (doses to about 46.1 µM), without a hit: at the top dose activity, negative = less viability, hits mostly cytotoxic; 1.6% of 360,000 active; HT-1080-NT fibrosarcoma viability, CellTiter-Glo ATP luminescence, 48 h;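 also: NT is the 2HG producing partner of a matched IDH1 knockdown line; 0% = DMSO-treated cells and -100% = media-only wells without cells; nearly all actives have a fitted effect of over 55% in size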
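Fibrosarcoma NT cells, 750 per well in 5% FBS RPMI, were exposed to compound for 48 hours. Viability: CellTiter-Glo luminescence.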
GLP-1R agonist: activates the human GLP-1 receptor; HEK293 GLP-1R CRE-luciferase, luminescence, 4-6 h; cells express a hypersensitive GLP-1R form; 0.007% of 380,000 active; AID 624172; Potency, µM (titrated, usually from 45.6 µM), for the others: at the top dose activation, actives largely listed as activators; also: % of control where 0% means no effect
KB-3-1 tox: kills parental KB-3-1 adenocarcinoma cells; Potency, µM (series often up to 46.1 µM), for the others: at the top dose activity change, negative = cytotoxic, hits mostly cytotoxic; 1.4% of 400,000 active; KB-3-1 viability, CellTiter-Glo ATP luminescence, 72 h; AID 1347075; also: % is scaled to controls: 0 for no effect and ±100 for the full control effect; nearly all actives have a fitted effect of over 60% in size
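Here the drug-naive KB-3-1 line serves as comparator for MDR sub-line selectivity; cells received compound titrations, 72 h at 37 °C, then CellTiter-Glo readout.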
SW480 rerep: DNA re-replication induction in SW480 cells; SW480 DNA re-replication, Hoechst DNA content imaging, 48 h; 1.8% of 340,000 active; Potency, µM (top dose mostly 46.1 µM), without a hit: at the top dose re-replication activation, most hits filed as activators; AID 624297; also: % of control where 0% means no effect; nearly all actives have a fitted effect of over 55% in size
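Image-based DNA-content assay: after two days of treatment, nuclei were labelled with the DNA dye Hoechst and imaged, and hits were compounds raising the count of nuclei showing high fluorescence intensity.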
HT1080 IDH1KD tx: HT-1080 IDH1 knockdown cell toxicity (counter line); Potency, µM (highest dose often 46.1 µM), for inactives: at the highest dose activity, negative = toxicity, usual class: cytotoxic; 2% of 360,000 active; HT-1080 IDH1 knockdown viability, ATP luminescence, 48 h;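 also: 0% = DMSO wells and -100% = cell-free medium wells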
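Luminescent ATP read-out (CellTiter-Glo, 10 min at room temperature) after 48 h compound exposure at 37 °C gave viability of IDH1-knockdown HT-1080 cells. Activity was normalised to DMSO and cell-free wells, then fitted as concentration-response curves.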
Active calls of the source: *; ? = inconclusive; . = not tested or not shown; & = joins results of further samples; [ ] = remark or other dose. Calls follow the shape of the dose curve; as a rule, active = well fitted curve in the direction sought with a large enough effect; inconclusive = small, poorly fitted or top-dose-only effect, or another doubt; inactive = no such curve, though single readings can be large; an effect the other way counts as inactive or inconclusive. Potency is read from the fitted curve at half-maximal effect.

SMILES	GLP-1R inv ag	KB-V1 cytotox	GLP1R cytotox	TDP43 rescue	HT1080-NT tox	GLP-1R agonist	KB-3-1 tox	SW480 rerep	HT1080 IDH1KD tx
CCOC(=O)c1nc(NCc2ccccc2)sc1C	-4%	?	2%	?	-19%	16%	21%&-12%	-2%	-25%
CC(C)CCNC(=O)C(c1ccc(O)cc1)N(C(=O)C1COc2ccccc2O1)c1cccc(O)c1 (centres undefined)	?	2%	-9%	-3%	-13%	-5%	-3%	-53%[inhibitor]	?
Cc1cc(C)c(OCCCCn2cnc3ccccc3c2=O)c(C)c1	-4%	0%	-14%	-15%	5%	-13%	0%	-4%	3%
CC1CC(C)CN(CC(=O)Nc2ccc(S(N)(=O)=O)cc2)C1 (centres undefined)	1%	-15%	2%	6%	9%	15%	2%	-8%	7%[9.24 µM]
c1coc(-c2ncc[nH]2)c1	3%	22%	11%	-1%	0%	0%	-16%	11%	-1%
Cc1ccc(CN2CCN(C3CCN(C(=O)OC(C)(C)C)CC3)C(=O)C2=O)cc1	3%	5%	7%	9%	.	.	-2%	.	.
CCn1c(SCC(=O)Nc2ccc(OC)c(OC)c2)nnc1-c1cnccn1	27%	-1%	-7%	-2%	16%	2%	14%	-1%	4%
CCOC(=O)C1=C(c2ccccc2)NC(=O)NC1c1cc(Cl)c(O)c(OC)c1 (centres undefined)	2%	-5%	-1%	-5%	-21%	12%	17%	-11%	-12%
Cc1cc(C)cc(N2CC(C(=O)NC3CCCCC3)CC2=O)c1 (centres undefined)	6%	?	-3%	23%	15%	3%	0%	-1%	0%
O=C(c1ccccc1)N(c1ccccc1)c1ccccc1O	?	?	-22%	27%	7%	-1%	?	?	-2%
COc1ccc2[nH]c(C(=O)O)c(NS(=O)(=O)c3ccc(C)cc3C)c2c1	6%	?	-13%	9%	8%	-6%	-7%	-17%	8%
CCNCc1cc2cc(C)ccc2[nH]c1=O	1%	-12%	-6%	-24%	-4%	2%	-1%	4%	-4%
N#Cc1c(NC(=O)c2ccco2)sc2c1CCC2	1%	8%	9%	28%	-10%	-4%	5%	-10%	0%
NCc1csc(Nc2cc(Oc3ccccc3)ncn2)n1	31%	1%	-2%	-2%	-3%	-7%	0%	.	24%
CC(=O)N1c2ccccc2CC1C(=O)N1CCN(c2cccc(Cl)c2)CC1 (centres undefined)	-7%	21%	-16%	20%	.	.	5%	.	.
Cc1ccc(C2=NN3C(C(=O)c4ccccc4)Oc4ccccc4C3C2)cc1 (centres undefined)	?	-12%	1%	?	-11%	-13%	-1%	2%	-2%
Cc1ccc(CNC(=O)Nc2ccc3c(c2)N(C)C(=O)CS3)cc1	?	?	-2%	-26%	2%	7%	-23%	-15%	-15%
Cc1nc(NC(=O)CSc2nnc(C3CC3)n2N)c(Cl)cc1Cl	15%	16%	7%	1%	18%	-5%	?	?	10%
C[C@@H]1Cn2cnc(C(=O)Nc3ccccc3)c2C(=O)N1	10%	-3%	1%	0%	13%	-4%	-26%	.	10%
[O-][n+]1onc2c1CCc1[nH]c(-c3ccccc3)nc1-2	-3%[0.307 µM]	-11%	-2%[0.307 µM]	4%	-20%	0%	-15%	8%	?
c1ccc2cc(C3CCCCC3)ncc2c1	-27%	2%	-16%	9%	4%	0%	5%	-3%	7%
CCOc1ccc(NC(=S)NC23CC4CC(CC(C4)C2)C3)cc1	4%	-10%	4%	16%	1%	-2%	-6%	25%	0%
COc1cc(SC)ccc1C(=O)OCC(=O)NC1CC1	-4%	-14%	6%	19%	6%	8%	4%	-8%	3%
CC(C)(C)C(=O)COC(=O)CNC(=O)c1ccc(Oc2ccccc2)cc1	-25%	14%	5%	9%	13%	-7%	3%	-5%	11%
C=CCn1c(SCC(=O)Nc2ccccc2CC)nnc1-c1ccncc1	?	-10%	-27%	-12%	11%	-1%	5%	-6%	-8%
O=C(CCn1cnc2ccccc2c1=O)Nc1ccc2c(c1)OCCO2	12%	8%	-1%	6%	20%	1%	5%	3%	22%
CCOc1ccc(C(=O)Nc2cccc([N+](=O)[O-])c2)cc1Br	?	-21%	?	4%	-21%	8%	-6%	-6%	-1%
COc1ccc(C(C(C(=O)c2cccs2)N2CCOCC2)N2CCOCC2)cc1OC (centres undefined)	53%[activator]	1%	-8%	20%	0%	15%	-1%	4%	10%
CCN(C(=O)CSc1nnc(C)n1-c1cccc(C)c1)C1CCS(=O)(=O)C1 (centres undefined)	7%	2%	1%	13%	3%	-4%	4%	2%	6%
CCC/C=C1/CCCOC(C(=O)NCc2ccc(C)o2)(C(F)(F)F)C1 (centres undefined)	1%	-16%	-1%	?	?	-2%	-22%	?	-4%
COc1ccc(-n2c(-c3ccc(Cl)cc3)n[nH]c2=S)c(OC)c1	0%	5%	-22%	28%	1%	-5%	4%	.	5%
O=C(Nc1cc([N+](=O)[O-])ccc1O)c1ccc2c(c1)C(=O)N(Cc1ccco1)C2=O	9%	4%	-25%	-22%	-8%	-4%	-3%	-4%	2%
CCOC(=O)N1CCC(N2C(=O)c3ccccc3C2Nc2ccc(C)cc2)CC1 (centres undefined)	?	?	-8%	0%	4%	-4%	-8%	-12%	-8%
CCOC(=O)c1cc(C)n(CCCN2CCOCC2)c1C	-3%	0%	-6%	-4%	6%	-3%	3%	-1%	6%
O=C(COCc1cc(-c2ccc3c(c2)OCO3)on1)Nc1cccnc1	1%	?	5%	-10%	6.5µM*	-2%	-5%	-14%	5.8µM*
CN(C)C(=O)CSc1nnc(Cc2ccccc2)n1Cc1ccco1	-4%	13%	-2%	23%	4%	-5%	4%	-1%	7%
CN1CCN(S(=O)(=O)c2cccc(C(=O)Nc3cc(Cl)ccc3N3CCOCC3)c2)CC1	-13%	-4%	0%	1%	-3%	13%	2%	-8%	-9%
CC(C)(C)OC(=O)N1CCC(NC(=O)c2ncn(Cc3ccccc3)c2C(=O)NC2CCN(C(=O)OC(C)(C)C)CC2)CC1	?	?	-3%	14%	-1%	11%	?	?	-4%
Cc1cccc(N2CCN(C(=O)c3ccccc3NC(=O)C3CC=CCC3C(=O)O)CC2)c1 (centres undefined)	39%[activator]	-25%	8%	9%	13%	-5%	2%	-8%	6%[9.24 µM]
Cc1cc(C)n(CCCNC(=O)c2ccco2)n1	3%	?	4%	-10%	-2%[9.24 µM]	0%	21%	-1%	14%
O=C(C1CC1)N1CCc2cc(Br)cc(S(=O)(=O)N3CCN(c4cccc(C(F)(F)F)c4)CC3)c21	0%	?	-7%	28%	.	-4%	0%	.	.
O=C(Nc1ccc2c(c1)C(=O)OC2)c1ccc(F)cc1F	32%[activator]	-3%	15%	-17%	16%	7%	2%	-4%[9.22 µM]	23%
O=C(Cc1ccccc1)Nc1ccccc1C(=O)O	9%	20%	-14%	-5%	-1%	0%	0%	-4%	-16%
Fc1ccc(Nc2nc(-c3ccncc3)cs2)cc1	?	-18%	18%	9%	-9%	28%	-4%	?	-11%
COc1ccc(N2CCN(S(=O)(=O)c3ccc4c(c3)NC(=O)CS4)CC2)cc1	0%	-19%	4%	-4%	-9%	8%	?	7%	-9%

Rewritten with bars between the fields: two of the compounds above.
structure | GLP-1R inv ag | KB-V1 cytotox | GLP1R cytotox | TDP43 rescue | HT1080-NT tox | GLP-1R agonist | KB-3-1 tox | SW480 rerep | HT1080 IDH1KD tx
CN1CCN(S(=O)(=O)c2cccc(C(=O)Nc3cc(Cl)ccc3N3CCOCC3)c2)CC1 | -13% | -4% | 0% | 1% | -3% | 13% | 2% | -8% | -9%
CC(C)(C)OC(=O)N1CCC(NC(=O)c2ncn(Cc3ccccc3)c2C(=O)NC2CCN(C(=O)OC(C)(C)C)CC2)CC1 | ? | ? | -3% | 14% | -1% | 11% | ? | ? | -4%

Molecules above containing four or more nitrogen atoms, in the order listed:
SMILES	GLP-1R inv ag	KB-V1 cytotox	GLP1R cytotox	TDP43 rescue	HT1080-NT tox	GLP-1R agonist	KB-3-1 tox	SW480 rerep	HT1080 IDH1KD tx
CCn1c(SCC(=O)Nc2ccc(OC)c(OC)c2)nnc1-c1cnccn1	27%	-1%	-7%	-2%	16%	2%	14%	-1%	4%
NCc1csc(Nc2cc(Oc3ccccc3)ncn2)n1	31%	1%	-2%	-2%	-3%	-7%	0%	.	24%
Cc1nc(NC(=O)CSc2nnc(C3CC3)n2N)c(Cl)cc1Cl	15%	16%	7%	1%	18%	-5%	?	?	10%
C[C@@H]1Cn2cnc(C(=O)Nc3ccccc3)c2C(=O)N1	10%	-3%	1%	0%	13%	-4%	-26%	.	10%
[O-][n+]1onc2c1CCc1[nH]c(-c3ccccc3)nc1-2	-3%[0.307 µM]	-11%	-2%[0.307 µM]	4%	-20%	0%	-15%	8%	?
C=CCn1c(SCC(=O)Nc2ccccc2CC)nnc1-c1ccncc1	?	-10%	-27%	-12%	11%	-1%	5%	-6%	-8%
CCN(C(=O)CSc1nnc(C)n1-c1cccc(C)c1)C1CCS(=O)(=O)C1 (centres undefined)	7%	2%	1%	13%	3%	-4%	4%	2%	6%
CN(C)C(=O)CSc1nnc(Cc2ccccc2)n1Cc1ccco1	-4%	13%	-2%	23%	4%	-5%	4%	-1%	7%
CN1CCN(S(=O)(=O)c2cccc(C(=O)Nc3cc(Cl)ccc3N3CCOCC3)c2)CC1	-13%	-4%	0%	1%	-3%	13%	2%	-8%	-9%
CC(C)(C)OC(=O)N1CCC(NC(=O)c2ncn(Cc3ccccc3)c2C(=O)NC2CCN(C(=O)OC(C)(C)C)CC2)CC1	?	?	-3%	14%	-1%	11%	?	?	-4%
